Compound activity (PubChem BioAssay)
CCT chaperon mod: cytosolic chaperonin activity modulation; AID 651819; activity change, % (test concentration not listed), hits read low; purified chaperonin ATPase assay, HTRF ADP detection, 30 min; hit rate 0.3% among 360,000; in the data active = activity change below about -30%; also: % is scaled to controls: 0 for no effect and ±100 for the full control effect
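Enzyme 40 or 20 nM (batch-dependent) in Tris pH 7.4/KCl/MgCl2/DTT; cpd 76 uM single point; ATP 10 uM; 30 min 37 °C; Transcreener ADP HTRF detection, 30 min RT; ratio 665/615.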
EPAC2 agonist: EPAC2 (human) agonism | hit rate 0.079% among 360,000 | Potency, µM (titrated, usually from 154 µM), inactives show at the top dose activation, usual class: activators | EPAC2 activation, biochemical qHTS; response scale: 100% = 6.5 mM cAMP response | Q8WZA2; also: potency is read from the fitted curve at half-maximal effect; nearly all actives have a fitted effect of over 50% in size
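Compounds were added across a concentration range to EPAC2 (100 nM), RAP1B-BODIPY-GDP (250 nM) and GDP (50 uM). After 5 min at room temperature, fluorescence was recorded at 5-min intervals for 30 min.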
EPAC1 agonist: agonists of human EPAC1 | O95398 | Potency, µM (series often up to 154 µM), for inactives: at the highest dose activation, hits mostly activators | AID 720707 | EPAC1 agonist qHTS, biochemical assay; response scale: 100% = response to 6.5 mM cAMP | hit rate 0.073% among 360,000; also: potency is read from the fitted curve at half-maximal effect; nearly all actives have a fitted effect of over 60% in size
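Compounds were pinned as a concentration titration into mixtures of EPAC1 (100 nM), BODIPY-GDP-loaded Rap1B (250 nM) and GDP (50 uM). After 5 min at room temperature, fluorescence was followed for 30 min; activity was scaled to 6.5 mM cAMP.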
PLK1 PBD inh: inhibitors of human PLK1 polo-box domain binding; AID 720504; Plk1 PBD binding of FITC phosphopeptide, fluorescence polarization; hit rate 2.8% among 360,000; Potency, µM, without a hit: max response, negative = inhibition, actives largely listed as inhibitors; also: potency is read from the fitted curve at half-maximal effect; series mostly up to about 57 µM; % is scaled to controls: 0 for no effect and ±100 for the full control effect; nearly all actives have a fitted effect of over 65% in size
Target sequence (P53350 whole entry, looked up, the tested form may be a part): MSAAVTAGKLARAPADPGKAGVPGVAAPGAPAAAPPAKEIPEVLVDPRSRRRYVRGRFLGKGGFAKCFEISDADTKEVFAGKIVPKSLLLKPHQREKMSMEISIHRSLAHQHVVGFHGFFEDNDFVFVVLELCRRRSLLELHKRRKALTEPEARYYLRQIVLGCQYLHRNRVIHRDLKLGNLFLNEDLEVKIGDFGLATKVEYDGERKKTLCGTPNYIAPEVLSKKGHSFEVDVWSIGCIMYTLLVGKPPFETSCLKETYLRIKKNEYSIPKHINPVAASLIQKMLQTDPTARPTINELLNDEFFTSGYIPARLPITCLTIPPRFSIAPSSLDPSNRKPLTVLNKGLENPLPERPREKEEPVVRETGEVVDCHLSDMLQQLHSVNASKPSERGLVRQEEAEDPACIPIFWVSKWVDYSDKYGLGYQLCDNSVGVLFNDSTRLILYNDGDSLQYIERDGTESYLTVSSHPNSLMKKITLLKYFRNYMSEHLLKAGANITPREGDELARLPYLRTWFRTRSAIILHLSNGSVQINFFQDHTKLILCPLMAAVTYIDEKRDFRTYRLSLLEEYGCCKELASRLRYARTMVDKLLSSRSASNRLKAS
PI5P4K alpha inh: blocks human PI5P4K alpha kinase activity. PI5P4Kalpha enzyme, ADP-Glo luminescence, 60 min; hits give low values. P48426. AID 652105. max response, %. hit rate 1.2% among 330,000; active = max response of -50% or lower; inconclusive = between -30% and -50%; inactive = -30% or higher; also: value at the top dose of about 77 µM; % is scaled to controls: 0 for no effect and ±100 for the full control effect
Target sequence (P48426 whole entry, looked up): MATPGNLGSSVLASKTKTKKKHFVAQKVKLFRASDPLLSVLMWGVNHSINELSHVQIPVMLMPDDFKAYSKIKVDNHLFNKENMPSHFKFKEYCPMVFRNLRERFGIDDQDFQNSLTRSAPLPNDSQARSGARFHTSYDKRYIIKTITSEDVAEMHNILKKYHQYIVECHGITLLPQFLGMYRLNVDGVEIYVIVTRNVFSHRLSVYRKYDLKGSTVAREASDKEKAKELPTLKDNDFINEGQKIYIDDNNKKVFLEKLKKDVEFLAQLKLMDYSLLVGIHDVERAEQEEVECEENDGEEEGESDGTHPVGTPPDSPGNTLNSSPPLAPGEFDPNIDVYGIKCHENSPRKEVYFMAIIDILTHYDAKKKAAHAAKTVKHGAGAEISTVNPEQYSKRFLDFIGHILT
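ADP-Glo luminescence end-point after a 60 min room-temperature kinase reaction. PI5P4Kalpha and substrate in HEPES pH 7.4 buffer with EGTA, 0.1% CHAPS and 5% DMSO; ATP at 5 microM final.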
IL-2 act: IL-2 activation; activation, % (series mostly up to about 46 µM); hit rate 0.065% among 360,000; IL-2 activation reporter assay, cell-based qHTS; stimulated with anti-CD3/CD4/CD28 beads; in transgenic mouse T cells; in the data active = activation above about 50%; inconclusive = mostly about 30% to 49%; also: 0% is about no effect
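Quantitative HTS in unstimulated transgenic mouse T cells, with memory T cells as non-tolerant control and PMA/ionomycin as tolerance-bypass control. Compound pretreatment lasted 60 minutes before 18 h bead stimulation; EGFP/DsRed fluorescence read.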
EPAC1 antagonist: EPAC1 (human) antagonism; EPAC1 GEF assay, Rap1b-BODIPY-GDP exchange fluorescence; Potency, µM (titrated, usually from 115 µM), inactives show at the top dose activity change, negative = inhibition, hits mostly inhibitors; hit rate 0.14% among 360,000;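 also: potency is read from the fitted curve at half-maximal effect; plate controls were vehicle for no effect and positive control for full effect; nearly all actives have a fitted effect of over 50% in size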
WRN helicase inh: blocks human WRN helicase; Q14191; WRN helicase unwinding, fluorescent forked duplex, kinetic; Potency, µM (series often up to 114 µM), for inactives: at the top dose activity change, negative = inhibition, actives largely listed as inhibitors; hit rate 0.46% among 360,000; AID 651768; also: potency is read from the fitted curve at half-maximal effect; % is scaled to controls: 0 for no effect and ±100 for the full control effect; nearly all actives have a fitted effect of over 55% in size
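Fluorescence dequenching readout, ex 525 nm/em 598 nm, kinetic mode: forked duplex DNA (100 nM final) with adjacent fluorophore and quencher unwound by WRN (20 nM final) with 2 mM ATP. Compound preincubation 15 min, room temperature.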
Numbers without * were called inactive; u = inconclusive; x = no result given; [ ] = dose if it differs, or a comment. Unless noted, calls follow the shape of the dose curve; as a rule, active = well fitted curve in the direction sought with a large enough effect; inconclusive = small, poorly fitted or top-dose-only effect, or another doubt; inactive = no such curve, though single readings can be large; an effect the other way counts as inactive or inconclusive.

Order of values: CCT chaperon mod	EPAC2 agonist	EPAC1 agonist	PLK1 PBD inh	PI5P4K alpha inh	IL-2 act	EPAC1 antagonist	WRN helicase inh
O=C(O)C1CCC(C(=O)O)SS1 (stereo not given)
    -1.7	3%	3%	-1%	0	0.1	3%	1%
O=C(NCCc1ccccc1)C1c2ccccc2C(=O)N1C1CC1 (stereo not given)
    -0.2	8%	0%	-6%	1	0.2	-22%	2%
CCNC(=S)N(Cc1cc2cc(C)ccc2[nH]c1=O)C1CCCC1
    0.6	3%	8%	-5%	-8	1.4	-10%	-5%
COCCCNC(=O)Cn1cc(C(=O)c2cccs2)c2ccccc21
    -2.7	-2%	-4%	0%	2	0.2	9%	-3%
O=c1cc(Nc2cccc(Br)c2)[nH]c(=O)[nH]1
    -1.0	-5%	-2%	-8%	-4	-0.3	-13%	4%[57.1 µM]
O=C(Nc1cc(Sc2ccccn2)cc([N+](=O)[O-])c1)c1cccc(F)c1
    -1.8	12%	9%	-1%	-4	-0.8	-17%	-11%
CC(C)C[C@H](NC(=O)OC(C)(C)C)c1n[nH]c(=S)n1N
    -3.3	4%	2%	2%	-1	1.3	12%	-1%
CC(C)(C)NC(=O)C(c1ccc(F)cc1)N(Cc1ccco1)C(=O)CCC(=O)Nc1ccccn1 (stereo not given)
    0.0	3%	-5%	-7%	13	-0.8	-19%	-1%
Cc1ccccc1NC(=O)CCS(=O)(=O)c1cccc2nonc12
    0.9	4%	3%	2%	-1	1.8	-11%	8%
COCCN1C[C@@H](CO)O[C@@H](n2cnc3c(NCCN(C)C)ncnc32)C1
    1.5	-2%	-6%	8%	7	0.9	-17%	-12%
N#C/C(=C\c1ccc(OCC(N)=O)cc1)S(=O)(=O)c1ccccc1
    -1.2	0%	0%	-1%	-2	0.1	5%	5%
Cc1ccc(N2C(=O)C3ON(c4ccccc4)C(CC(C)C)C3C2=O)cc1 (stereo not given)
    1.4	3%	-8%	3%	-2	0.2	9%	0%
CCN(CC)CC(=O)Nc1sc(C)cc1C(=O)c1ccccc1
    -0.4	10%	1%	1%	3	-5.4	-21%	-5%
C=CCn1c(/N=C/c2ccc(N(C)C)cc2)nc2ccccc21
    -2.2	u	13%	17%	x	-2.0	-2%	-14%
COc1ccc2oc(C(=O)N3CCN(c4ncccn4)CC3)c(C)c2c1
    0.0	0%	3%	1%	1	-3.5	17%	-1%
O=C(COC(=O)/C=C/c1ccccc1)NCC1CCCO1 (stereo not given)
    0.1	0%	8%	2%	4	-0.9	0%	-1%
CCCCN1C(=S)NC[C@@H]1c1ccccc1
    -3.0	0%	-7%	-13%	-3	0.4	-16%	-4%
Cc1ccc(C(c2nnnn2CS(=O)(=O)c2ccc(C)cc2)N2CCC(C)CC2)cc1 (stereo not given)
    0.9	-7%	10%	-5%	5	0.5	-10%	0%
COc1ccc(C2C(C(C)=O)=C(C)Nc3ncnn32)c(OC)c1OC (stereo not given)
    -0.3	5%	-8%	9%	0	-2.1	u	-2%
CCC(C)c1ccccc1NC(=O)COC(=O)c1ccc(C)c(NC(=O)c2ccco2)c1 (stereo not given)
    -1.3	-16%	-10%	-2%	7	-0.2	5%	1%
COC1=CC(=O)OC(c2ccc(C#N)cc2)C1 (stereo not given)
    x	6%	11%	-1%	-2	-1.0	-11%	1%
CCC(CC)C(=O)Nc1c2c(nn1-c1ccc(F)cc1)CS(=O)(=O)C2
    -3.6	-1%	7%	-8%	0	0.2	-14%	5%
COc1ccccc1-n1c(C)nnc1SCC(=O)Nc1cccc(C(C)=O)c1
    -1.5	3%	6%	-8%	x	3.3	11%	5%
CCCC(O)(CCN1CCOCC1)c1ccc(Cl)cc1 (stereo not given)
    0.3	-6%	-2%	-6%	-5	-1.1	17%	0%
CC(=O)c1ccc2c3c(cccc13)CC2
    -1.3	0%	-1%	-11%	-1	-1.0	2%	10%
COc1ccccc1CSc1nc2c(c(=O)n(C)c(=O)n2C)n1C
    -0.6	-2%	-2%	2%	1	-1.1	0%	-8%
CCOc1ccccc1NC(=O)Nc1cnccn1
    0.9	5%	-2%	-1%	2	1.4	4%	2%
O=C(NNC(=O)c1sc2cccc(Cl)c2c1Cl)NC1CCCCC1
    0.8	-10%	-4%	-10%	7	1.6	-15%	1%
N#Cc1c(CSCC(=O)O)cc(=O)n2c1[nH]c1ccccc12
    -2.6	13%	-1%	2%	-21	-2.1	12%	-5%
CCCOc1ccc(C2C(C(=O)c3ccco3)=C(O)C(=O)N2CCCn2ccnc2)cc1 (stereo not given)
    0.4	1%	-5%	-6%	-8	-0.1	-11%	-18%
CCCOc1ccc(C(CC(=O)O)NC(=O)c2ccc3c(c2)OCO3)cc1 (stereo not given)
    -1.8	10%	5%	-7%	-3	-1.4	0%	1%
O=C(O)c1ccc2c(c1)S(=O)(=O)N=C1CCCCCN12
    -1.0	7%	2%	-16%	0	-0.3	-16%	1%
CCn1c2c(c3ccc(OC)cc31)CCCC2=O
    -0.5	4%	20%	-3%	8	-0.3	-16%	-2%
Cc1cc(=O)n2[nH]c(-c3cccc(Cl)c3)cc2n1
    -6.9	6%	-1%	-10%	-4	-0.3	5%	-3%
COc1ccc(CC(=O)OCC(=O)Nc2ncc(Cl)cc2Cl)cc1OC
    -0.3	-1%	6%	-8%	x	3.0	-10%	-6%
CCCOc1ccc(F)cc1-c1cc(C(=O)NCCOC)[nH]n1
    -1.9	-2%	-8%	-1%	-7	-0.2	4%	3%
COc1cc(-c2noc(-c3ccccc3C(=O)NCc3ccco3)n2)cc(OC)c1OC
    0.1	6%	0%	-9%	1	-0.5	-14%	-9%
N#Cc1ccccc1COC(=O)CCCC1=NS(=O)(=O)c2ccccc2N1
    -0.8	7%	9%	-4%	1	-1.1	-1%	0%
Cc1cc(=O)n2c3ccccc3n(CC(O)CN3CCN(CCO)CC3)c2c1C#N (stereo not given)
    -1.5	6%	8%	-1%	-3	0.8	-10%	5%[57.1 µM]
COc1ccc(CC(N)c2csc(Nc3ccc(C(C)=O)cc3)n2)cc1 (stereo not given)
    -0.1	2%	-10%	1%	-2	-0.6	15%	8%[57.1 µM]
Oc1ccc(/C=N/NC(=S)NCCN2CCOCC2)c(O)c1
    1.0	8%	11%	3%	7	-0.6	4%	-6%
Cc1onc(-c2ccccc2)c1C(=O)NCC1CCCO1 (stereo not given)
    -3.2	-6%	-3%	3%	-3	-0.8	9%	1%
CC(C)COP(=O)(OCC(C)C)C(O)c1ccc2c(c1)OCO2 (stereo not given)
    -4.9	8%	4%	-13%	9	0.5	-7%	-2%
Cc1ccc(S(=O)(=O)N2CCCC2CNC(=O)c2ccccc2)cc1 (stereo not given)
    0.9	1%	2%	-4%	0	-4.0	0%	1%
NNC(=S)NCc1cccnc1
    0.8	-6%	2%	5%	12	-0.1	-16%	-7%
CCCC(C)NS(=O)(=O)c1ccccc1 (stereo not given)
    2.0	4%	0%	-7%	x	0.7	11%	1%
O=C(NCC(c1cccs1)N1CCOCC1)C1CCN(S(=O)(=O)c2cc(Cl)ccc2Cl)CC1 (stereo not given)
    -1.0	0%	0%	0%	3	-5.2	3%	2%
Cc1ccc(C(=O)OCC(=O)NCCC2=CCCCC2)cc1N
    -1.4	11%	-2%	-3%	-1	-0.5	-13%	2%
CCOC(=O)CCCCCC(=O)Nc1ccc2c(c1)CC(=O)N([C@@H](C)CO)C[C@H](C)[C@@H](CN(C)Cc1ccccc1)O2
    -0.3	-5%	-7%	-8%	-4	0.5	1%	1%
CC(=O)C1=C(c2ccccc2)NC(=O)NC1c1ccc(O)c(Cl)c1 (stereo not given)
    -2.9	1%	0%	-16%	-5	-3.0	16%	10%

Other records follow.
Order of values: CCT chaperon mod	EPAC2 agonist	EPAC1 agonist	PLK1 PBD inh	PI5P4K alpha inh	IL-2 act	EPAC1 antagonist	WRN helicase inh
O=C(NC(Cc1c[nH]c2ccccc12)C(=O)NCCCN1CCOCC1)c1cccs1 (stereo not given)
    2.7	-9%	-7%	-5%	0	1.1	19%	1%
COc1cc(CC(=O)Nc2ncc(C)s2)cc(OC)c1OC
    2.8	5%	-3%	-5%	1	1.0	10%	-8%
CC(C)NS(=O)(=O)c1ccc(NC(=O)C(C)OC(=O)CCC2CCCC2)cc1 (stereo not given)
    0.8	-4%	-9%	4%	6	-0.4	-28%	1%
CCOC(CCNC(=O)c1cc2c(=O)[nH]c3ccccc3c2s1)OCC
    -0.3	-14%	-1%	1%	2	1.0	-8%	-3%
Cc1ccc(-c2nnc(NCc3nc4ccccc4[nH]3)c3ccccc23)cc1S(=O)(=O)N(C)C
    0.3	13%	-12%	-2%	-17	-1.5	5%	-19%
O=Nc1c2cc(-c3ccccc3)[nH]nc-2c2ccccc12
    -0.2	3%	2%	-1%	-10	-1.7	2%	-4%
COc1ccc(C(=O)Nc2ccc3nc4n(c(=O)c3c2)CCCCC4)cc1OC
    1.4	0%	-1%	3%	0	-1.8	4%	2%
COc1cccc(/C=N/n2c(C3CCCCC3)n[nH]c2=S)c1
    -16	7%	8%	21µM*	0	-0.5	-27%	-10%
COCCN1C(=O)CS/C1=C(/C#N)C(=O)NCc1ccco1
    1.3	-1%	14%	0%	-1	-3.4	-5%	-3%[11.6 µM]
C=CCn1cc(C(=O)NCCOC)c(=O)c2cc(S(=O)(=O)N3CCCCCC3)ccc21
    2.2	2%	-11%	6%	-2	1.1	-23%	5%
COCCn1nnnc1C(c1ccccc1OC)N1CCc2ccccc2C1 (stereo not given)
    2.4	-6%	9%	-8%	x	2.7	6%	-8%
COC(=O)Cn1cc(/C=N/NC(=O)COc2cccc3cccnc23)c2ccccc21
    -0.4	-9%	-2%	0%	-8	-0.1	-3%	-20%
Cc1ccc2c(c1)N(CC(=O)N1CCCc3ccccc31)C(=O)C(C)O2 (stereo not given)
    -0.7	5%	-11%	-14%	-7	-0.2	-26%	1%
FC(F)(F)c1ccc2c(c1)n(Cc1ccccc1)c1[n+]2CCCCC1
    -6.7	2%	10%	2%	-7	-0.4	-3%	4%

Ordered by the number under EPAC2 agonist (smallest number first): three from the list above.
SMILES	CCT chaperon mod	EPAC2 agonist	EPAC1 agonist	PLK1 PBD inh	PI5P4K alpha inh	EPAC1 antagonist	WRN helicase inh
COC(=O)Cn1cc(/C=N/NC(=O)COc2cccc3cccnc23)c2ccccc21	-0.4	-9%	-2%	0%	-8	-3%	-20%
COCCn1nnnc1C(c1ccccc1OC)N1CCc2ccccc2C1 (stereo not given)	2.4	-6%	9%	-8%	x	6%	-8%
FC(F)(F)c1ccc2c(c1)n(Cc1ccccc1)c1[n+]2CCCCC1	-6.7	2%	10%	2%	-7	-3%	4%

Some of the compounds tested. The share of hits here may be higher or lower than overall.
